Screening data as filed in PubChem.
ABCG2 block: blocks JC-1 efflux by human ABCG2 transporter. inhibition, % at 6.6 µM. Q9UNQ0. hit rate 0.1% among 190,000. AID 1325. IgMXP3 cells, flow cytometry;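 active means inhibition above 80%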;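 further: 0% = DMSO and 100% = nicardipine control wells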
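Test system: IgMXP3 cells (ABCG2) mixed with DDAO far-red-labelled CCRF-Adr cells (ABCB1). Reagent: JC-1 transporter substrate. Compound dosing: single test compound dose, 6.6 µM final. Times: 10 min compound exposure, 25 °C. Detection: flow cytometry of retained JC-1 fluorescence. Read-out basis: efflux inhibition in percent versus controls. Controls: nicardipine and DMSO wells.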
Cdc42 wt: human Cdc42 wildtype GTP binding change, either direction; P60953; GST-Cdc42 beads, Bodipy-GTP binding, flow cytometry; actives lie on both sides; percent activity (GTP binding), % at 10 µM; hit rate 0.2% among 190,000;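 active means percent activity GTP binding at least 20 points away from the 100% baseline, either down as inhibitor or up as activator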;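 further: median bead fluorescence of bound Bodipy-FL-GTP at 100 nM; 0% = excess unlabeled GTP control and 100% = no compound control; below 100% means less GTP binding so inhibitor and above means activator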
Target sequence (P60953 whole entry, looked up): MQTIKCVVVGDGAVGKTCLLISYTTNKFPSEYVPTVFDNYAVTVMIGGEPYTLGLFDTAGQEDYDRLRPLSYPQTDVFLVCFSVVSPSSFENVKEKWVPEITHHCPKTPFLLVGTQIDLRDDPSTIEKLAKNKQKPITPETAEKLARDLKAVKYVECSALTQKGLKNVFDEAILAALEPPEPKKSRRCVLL
Rab2 wt GTP: changes GTP binding to wildtype dog Rab2A, up or down. P61105. GST-Rab2 wt beads, Bodipy-GTP binding, flow cytometry. GTP binding activity, % at 10 µM. hit rate 0.19% among 190,000. AID 760;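 active means GTP binding activity at least 20 points away from 100%, either lowered or raised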;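 further: 0% = beads with excess unlabeled GTP and 100% = no-compound control corrected for plate trend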
Rac1 wt modul: modulators of human Rac1 wildtype GTP binding. P63000. GST-Rac1 beads, fluorescent GTP binding, flow cytometry; actives lie on both sides; 0 = cold GTP competed, 100 = untreated. GTP binding activity (% of control), % at 10 µM. hit rate 0.27% among 190,000. AID 757;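 active means GTP binding activity at least 20 points away from the 100% control level, either lower or higher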
Rab7 wt GTP bind: dog Rab7 wildtype GTP binding, inhibitors and activators; GST-Rab7 beads, fluorescent GTP binding, flow cytometry; actives lie on both sides; untreated = 100%, excess cold GTP = 0%; GTP binding activity (percent of control), % at 10 µM; hit rate 0.055% among 190,000; AID 758;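 active means fluorescent GTP binding to Rab7 beads changed by at least 20 points from the 100% baseline, either direction, mostly lower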;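 further: median green fluorescence of bound Bodipy-FL-GTP per Rab7 bead population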
Rac1 act GTP bind: alters GTP binding to activated mutant human Rac1; percent activity (GTP binding), % at 10 µM; P63000; hit rate 0.11% among 190,000; GST-Rac1 activated beads, fluorescent GTP binding, flow cytometry; actives lie on both sides; 100% means binding = to untreated wells;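 active means GTP binding at least 20 percentage points away from the 100% baseline, in either direction, so actives lie on both sides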
Avidin bead fluor: avidin bead compound fluorescence profile; fluorescence (KMESF) at 10 µM; AID 1775; Avidin beads, compound fluorescence 488/530 nm, flow cytometry; hits give high values; hit rate 0.38% among 220,000; in the data active means fluorescence above about 47; further: inactives centre near 10
HRas wt GTP bind: changes GTP binding to wildtype human HRas. GST-Ras wt beads, Bodipy-FL-GTP binding, flow cytometry; actives lie on both sides. GTP binding activity, % at 10 µM. hit rate 0.14% among 190,000. AID 759;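 active means GTP binding activity at least 20% away from the 100% baseline, either lowered as inhibitor or raised as activator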;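 further: 0% = unlabeled GTP competition control and 100% = no-compound control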
Target sequence (P01112 whole entry, looked up): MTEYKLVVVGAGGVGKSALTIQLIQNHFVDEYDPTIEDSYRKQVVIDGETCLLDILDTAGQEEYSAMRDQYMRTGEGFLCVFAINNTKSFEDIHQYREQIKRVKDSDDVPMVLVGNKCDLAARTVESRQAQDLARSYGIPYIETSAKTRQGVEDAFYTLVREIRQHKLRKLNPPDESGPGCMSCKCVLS
ABCB1 inh: inhibitors of human ABCB1 transporter, ABCG2 counter-screen; inhibition, % at 6.6 µM; CCRF-Adr cells, JC-1 efflux, flow cytometry; hit rate 0.067% among 190,000; P08183; in the data active means inhibition above about 40%;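 further: 0% = vehicle and 100% = reference inhibitor; higher value means more JC-1 retained so stronger ABCB1 efflux block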
GSH bead fluor: compound fluoresces at 488/530 nm on GSH beads; hit rate 0.25% among 190,000; AID 1776; GSH beads flow cytometry, compound fluorescence 488/530 nm; hits give high values; fluorescence (KMESF) at 10 µM; in the data active means fluorescence above about 89;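 further: glutathione beads carrying GST-tagged Bcl family fusion proteins plus one bare bead set; values are compound well signal with DMSO vehicle wells as background; inactives centre near 16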
Pf gametocyte: kills late stage P. falciparum gametocytes. P. falciparum stage V gametocytes, ATP luminescence, 24 h. inhibition, % at 10.9 µM. hit rate 0.065% among 150,000. AID 743093;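 active means inhibition above the mean plus 3 SD of compounds within the control limits, set per campaign, cut at about 38% in these data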;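 further: 0% = DMSO wells and 100% = medium only without gametocytes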
Active calls of the source: *; nt = not tested or not shown.

SMILES	ABCG2 block	Cdc42 wt	Rab2 wt GTP	Rac1 wt modul	Rab7 wt GTP bind	Rac1 act GTP bind	Avidin bead fluor	HRas wt GTP bind	ABCB1 inh	GSH bead fluor	Pf gametocyte
COc1cccc(CNC(=O)CCC2CCCN(C(=O)C3=CC(=O)CC(C)(C)O3)C2)c1 (stereo not drawn)	9	95	97	99	102	95	10	98	-0.3	10	26
CSc1nc(Cl)c(Cc2ccc(OC(C)C)cc2)c(N2CCOCC2)n1	3	99	97	100	98	92	22	99	1.4	11	nt
CCn1c(SCc2nc3ccccc3nc2C)nnc1-c1cccs1	12	99	97	96	95	96	10	98	1.0	45	-3
CCN1CCN(c2nc(-c3cccs3)nc3ccccc23)CC1	1	96	99	102	97	100	13	98	0.5	17	11
Cc1ccc(C(=O)/C=C/c2ccco2)c(O)c1	1	100	101	105	107	105	5	106	0.2	9	nt
CNC(=S)Nc1ccc(C23CC4CC(CC(C4)C2)C3)cc1	5	98	101	103	100	98	24	100	-2.3	15	-7
CCCc1[nH]nc2c1C(c1ccc(OC(=O)N3CCOCC3)c(OC)c1)C(C#N)=C(N)O2 (stereo not drawn)	9	102	99	105	105	99	15	101	0.7	25	nt
CCc1cc2c3c(c1)C(C)CC(C)(C)N3C(=O)C2=O (stereo not drawn)	1	98	93	96	97	95	14	95	0.2	12	-5
O=C(Nc1ccc(Cl)cc1)c1ccc2c(c1)OCO2	6	100	100	101	101	99	8	100	0.5	11	nt
O=C(NCCCN1CCC(Cc2ccccc2)CC1)C1CC(=O)N(C2CCCC2)C1 (stereo not drawn)	6	102	101	103	96	101	21	99	0.6	13	nt
Cc1ccccc1OCCNc1cc(N2CCNCC2)ccc1[N+](=O)[O-]	4	98	96	100	94	96	11	98	1.0	16	nt
O=C(O)CN(Cc1ccccc1)S(=O)(=O)c1ccc2c(c1)OCCO2	3	95	98	100	101	93	9	97	0.4	21	nt
CN(NC(=O)COc1ccccc1)C1=NS(=O)(=O)c2ccccc21	0	97	97	99	94	97	28	95	0.0	58	-3
FC(F)Oc1ccc(/C=N/NC(=S)Nc2cc(C(F)(F)F)ccc2Cl)cc1	0	102	102	103	103	97	8	103	0.0	10	8
O=C(NC1CC2CCCC(C1)N2S(=O)(=O)c1ccccc1)c1ccccc1 (stereo not drawn)	2	95	95	95	97	93	6	96	-0.3	34	4
Cc1cccc(-n2nc(C(=O)Nc3ccccc3)n3c(=O)cc(-c4ccccc4)nc23)c1	2	104	101	104	101	100	5	102	1.0	15	nt
CCn1c(COc2cccc3cccnc23)nnc1SCC(=O)OC	17	100	102	98	110	96	9	98	1.4	20	nt
O=C(O)/C=C/c1cn(Cc2ccccc2)nc1-c1ccc(Cl)cc1	2	95	95	100	103	94	13	99	0.2	71	6
O=C(CSc1nnc(-c2ccncc2)o1)NCc1ccccc1	11	94	99	99	100	99	10	98	0.9	2	-3
CCOC(=O)c1ccc2c(c1)nc(-c1ccc(F)cc1)c1nccn12	-12	101	98	103	100	99	3	100	-1.0	4	-3

Next part (seven carried over from the part before).
SMILES	ABCG2 block	Cdc42 wt	Rab2 wt GTP	Rac1 wt modul	Rab7 wt GTP bind	Rac1 act GTP bind	Avidin bead fluor	HRas wt GTP bind	ABCB1 inh	GSH bead fluor	Pf gametocyte
FC(F)Oc1ccc(/C=N/NC(=S)Nc2cc(C(F)(F)F)ccc2Cl)cc1	0	102	102	103	103	97	8	103	0.0	10	8
O=C(NC1CC2CCCC(C1)N2S(=O)(=O)c1ccccc1)c1ccccc1 (stereo not drawn)	2	95	95	95	97	93	6	96	-0.3	34	4
Cc1cccc(-n2nc(C(=O)Nc3ccccc3)n3c(=O)cc(-c4ccccc4)nc23)c1	2	104	101	104	101	100	5	102	1.0	15	nt
CCn1c(COc2cccc3cccnc23)nnc1SCC(=O)OC	17	100	102	98	110	96	9	98	1.4	20	nt
O=C(O)/C=C/c1cn(Cc2ccccc2)nc1-c1ccc(Cl)cc1	2	95	95	100	103	94	13	99	0.2	71	6
O=C(CSc1nnc(-c2ccncc2)o1)NCc1ccccc1	11	94	99	99	100	99	10	98	0.9	2	-3
CCOC(=O)c1ccc2c(c1)nc(-c1ccc(F)cc1)c1nccn12	-12	101	98	103	100	99	3	100	-1.0	4	-3
N#Cc1c2c(c(-c3ccccc3)[nH]c1=O)CCCC2	1	98	97	99	99	97	4	98	0.1	24	15
Cc1onc(-c2ccccc2)c1C(=O)Nc1ccc2c(c1)OCCO2	2	102	101	105	102	102	10	102	0.5	10	0
CCOc1cccc(/C=C2/NC(=O)N(CC(=O)Nc3cccc(C)c3)C2=O)c1O	4	95	99	102	102	94	10	96	2.0	26	2
Cc1cccc(C)c1OCC(=O)Nn1c(COc2ccccc2)nc2ccccc2c1=O	12	95	94	97	97	95	8	93	0.5	30	nt
Cc1ccc(C(=O)O)cc1N1C(=O)CCCC1=O	-1	94	96	95	98	94	6	95	-0.1	9	-13
CCOC(=O)c1sc(NC(=O)CCSC)nc1C	5	105	104	105	101	101	36	104	0.5	13	-20
CCOc1ccccc1N1CCN(Cc2c(C)n(C)n(-c3ccccc3)c2=O)CC1	1	100	99	101	102	98	12	99	0.5	11	nt
CCCC(C)n1[nH]c(=O)cc1N (stereo not drawn)	1	102	99	103	103	100	22	100	0.3	15	-35
Cc1cc(NC(=O)CSc2nccn2-c2ccc(Cl)cc2)no1	18	99	100	106	100	98	13	100	1.3	32	-16
N#Cc1c[nH]n2c(=O)c3c(nc12)CCCC3	1	104	104	111	109	102	24	103	0.4	57	nt
C/[N+]([O-])=C/c1c(OCc2ccc(Cl)cc2Cl)ccc2ccccc12	1	93	97	95	101	94	10	95	0.3	15	nt
Cc1ccccc1C(O)c1cccnc1 (stereo not drawn)	8	98	95	104	102	99	6	100	0.5	7	8
CC(C)NS(=O)(=O)c1ccc(CCC(=O)NCc2ccc3c(c2)OCO3)cc1	-2	101	100	106	102	101	27	103	-0.5	11	nt
O=C(NCCNc1ccc([N+](=O)[O-])cc1C(F)(F)F)c1cccc(F)c1	12	101	95	105	99	98	13	99	0.6	19	-15
Cc1nnc(SCC(=O)N2CC(=O)Nc3ccccc32)n1Cc1ccccc1	1	98	96	97	98	97	33	96	0.1	15	-17
Cc1ccc(S(=O)(=O)NCc2ccc3c(c2)cc(C)n3C)cc1	0	99	98	98	97	97	7	98	0.0	26	nt
COc1ccc(S(=O)(=O)N2CCOC2CNC(=O)C(=O)NCCc2ccc(OC)c(OC)c2)cc1 (stereo not drawn)	1	104	101	104	100	99	3	100	-0.2	9	nt
O=c1oc2ccccc2cc1C1=Nn2c(nnc2-c2cccnc2)SC1	4	90	89	92	93	88	2	89	0.5	48	nt
Cc1c(Cc2ccccc2)sc(NC(=O)C(C)(C)C)c1C(N)=O	11	96	102	101	105	94	10	98	0.4	16	12
COc1ccc(NC(=O)c2oc3ccccc3c2NC(=O)c2ccco2)cc1	5	98	98	98	100	96	7	97	0.3	28	nt
O=C(NCCO)/C(=C\c1ccco1)NC(=O)c1cccs1	-1	99	96	103	98	98	9	100	0.0	18	4

This is a random part of the collection; any-hit rate near 1.1%.
